# Bioassay records from PubChem.
# NCOA1 inh = SRC1 coactivator transcriptional activity inhibitors, primary screen, cell-based, luminescence. AID 588354, 2011. 360,000 tested, 0.12% active. HEK293 GAL4-SRC1 luciferase reporter. inhibition, % at 3.6 µM;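 active = inhibition above the campaign mean plus 3 SD, with each screening campaign given its own cutoff, cut at about 60% in these data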;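 note: 0% = DMSO treated cells and 100% = gossypol at 36 µM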
# LRH-1 inv ag = LRH-1 (NR5A2) inverse agonists, primary screen, cell-based, luminescence, HEK293T, StAR-luciferase reporter. LRH-1 transfected, 24 h. Nuclear receptor subfamily 5 group A member 2 (Homo sapiens), O00482. 360,000 tested, 0.13% active. inhibition, % at 3.6 µM;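 active = inhibition above the mean inhibition of all tested compounds plus 3 SD, cut at about 73% in these data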;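 note: 0% = DMSO wells and 100% = reporter-only cells lacking LRH-1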
# LMP1 NFkB inh = EBV LMP1-driven NF-kappaB luciferase reporter inhibitors, primary screen, cell-based, luminescence, single point | LMP1-induced NF-kappaB luciferase reporter cells | inhibition, % at 12.5 µM | 350,000 tested, 0.69% active; in the data active = inhibition above about 41%;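 note: 0% = neutral control wells and 100% = reference inhibitor control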
# CF NFkB block = inhibitors of PAF-induced NF-kB signaling, primary screen, cell-based, GFP fluorescence, uHTS; KKLEB NF-kB-GFP reporter, GFP fluorescence overnight; inhibition, % at 5 µM; 360,000 tested, 0.86% active; AID 588850, 2011;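 active = at least 50% inhibition at 5 µM, scaled per plate between neutral and stimulator controls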;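 note: PAF is a Pseudomonas aeruginosa culture filtrate used as stimulus; plate controls were PAF-stimulated DMSO wells for no effect and unstimulated DMSO wells for full effect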
# TROY signal inh = inhibitors of TROY-driven NF-kB signaling, primary screen, Q293 LMP1-TROYcd cells, NF-kB luciferase, uHTS; inhibition, % at 10 µM; 360,000 tested, 0.98% active; Q293 LMP1-TROYcd NF-kB luciferase reporter, 4 h;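 active = compounds whose plate-normalised and pattern-corrected inhibition of the luciferase reporter signal at the single screening dose is 50% or more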
# SRC3 inh = SRC3 coactivator transcriptional activity inhibitors, primary screen, cell-based, luminescence. Nuclear receptor coactivator 3 (Homo sapiens), Q9Y6Q9. inhibition, % at 3.6 µM. AID 588352, 2011. HEK293 GAL4-SRC3 luciferase reporter. 360,000 tested, 0.17% active;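 active = inhibition above a per-campaign cutoff, the mean of all compounds plus 3 SD, cut at about 60% in these data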;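 note: 0% = DMSO-treated cells and 100% = gossypol-treated cells at 36 µM; higher means less SRC3-driven luciferase light from the GAL4 reporter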
# KKLEB tox = cytotoxicity in KKLEB CF airway cells, primary screen, cytotoxicity control for CF NF-kB inhibitor project, cell-based, uHTS, fluorescence assay plates; AID 602141, 2011; KKLEB CF airway cells viability, ATPlite luminescence, overnight; hits give low values; cells stimulated with P. aeruginosa culture filtrate; activity change (cytotoxicity), % at 5 µM; 360,000 tested, 0.36% active;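 active = corrected activity change at or below -50% at 5 µM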
# TWEAK Fn14 block = inhibitors of TWEAK-Fn14 signaling, primary screen, luciferase reporter cells, uHTS | TWEAK-stimulated Fn14 reporter cells, luciferase luminescence, 8 h | inhibition, % at 10 µM | 360,000 tested, 2% active; in the data active = inhibition above about 50%
# C8 TRAIL sens = viability loss with TRAIL in NB7+C8 cells, primary screen, TRAIL sensitizer project, cell-based, ATPlite luminescence. 360,000 tested, 1% active. inhibition (viability loss, TRAIL sensitization), % at 10 µM. AID 624354, 2012;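 active = compounds causing at least 50% loss of cell viability in the single-dose screen, relative to plate controls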
# COUP-TFII inh = NR2F2 transcriptional activity inhibitors, primary screen, cell-based, luciferase reporter, HEK293T, luminescence; HEK293T NGFI-A luciferase reporter; AID 686940, 2013; inhibition, % at 8.6 µM; COUP transcription factor 2 (Homo sapiens), P24468; 370,000 tested, 0.7% active;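 active = inhibition above a per-plate cutoff, mean inhibition of test wells between control levels plus 3 SD, cut at about 38% in these data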;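 note: cells cotransfected with COUP-TFII expression vector driving the NGFI-A reporter; 0% = median of COUP-TF2 test wells and 100% = reporter-only cells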
# SRC2 inh = inhibition of GAL4-SRC2 driven luciferase reporter, primary screen, SRC2 inhibitor project, cell-based, luminescence; Nuclear receptor coactivator 2 (Homo sapiens), Q15596; HEK293 GAL4-SRC2 luciferase reporter; 370,000 tested, 0.17% active; AID 651957, 2012; inhibition, % at 9 µM;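 active = inhibition above the mean inhibition of all tested compounds plus 3 SD, set per campaign, cut at about 52% in these data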;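 note: 0% = DMSO treated cells and 100% = cells given Gossypol at 36 µM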
# Target sequence (Q15596 whole entry, looked up, the tested form may be a part): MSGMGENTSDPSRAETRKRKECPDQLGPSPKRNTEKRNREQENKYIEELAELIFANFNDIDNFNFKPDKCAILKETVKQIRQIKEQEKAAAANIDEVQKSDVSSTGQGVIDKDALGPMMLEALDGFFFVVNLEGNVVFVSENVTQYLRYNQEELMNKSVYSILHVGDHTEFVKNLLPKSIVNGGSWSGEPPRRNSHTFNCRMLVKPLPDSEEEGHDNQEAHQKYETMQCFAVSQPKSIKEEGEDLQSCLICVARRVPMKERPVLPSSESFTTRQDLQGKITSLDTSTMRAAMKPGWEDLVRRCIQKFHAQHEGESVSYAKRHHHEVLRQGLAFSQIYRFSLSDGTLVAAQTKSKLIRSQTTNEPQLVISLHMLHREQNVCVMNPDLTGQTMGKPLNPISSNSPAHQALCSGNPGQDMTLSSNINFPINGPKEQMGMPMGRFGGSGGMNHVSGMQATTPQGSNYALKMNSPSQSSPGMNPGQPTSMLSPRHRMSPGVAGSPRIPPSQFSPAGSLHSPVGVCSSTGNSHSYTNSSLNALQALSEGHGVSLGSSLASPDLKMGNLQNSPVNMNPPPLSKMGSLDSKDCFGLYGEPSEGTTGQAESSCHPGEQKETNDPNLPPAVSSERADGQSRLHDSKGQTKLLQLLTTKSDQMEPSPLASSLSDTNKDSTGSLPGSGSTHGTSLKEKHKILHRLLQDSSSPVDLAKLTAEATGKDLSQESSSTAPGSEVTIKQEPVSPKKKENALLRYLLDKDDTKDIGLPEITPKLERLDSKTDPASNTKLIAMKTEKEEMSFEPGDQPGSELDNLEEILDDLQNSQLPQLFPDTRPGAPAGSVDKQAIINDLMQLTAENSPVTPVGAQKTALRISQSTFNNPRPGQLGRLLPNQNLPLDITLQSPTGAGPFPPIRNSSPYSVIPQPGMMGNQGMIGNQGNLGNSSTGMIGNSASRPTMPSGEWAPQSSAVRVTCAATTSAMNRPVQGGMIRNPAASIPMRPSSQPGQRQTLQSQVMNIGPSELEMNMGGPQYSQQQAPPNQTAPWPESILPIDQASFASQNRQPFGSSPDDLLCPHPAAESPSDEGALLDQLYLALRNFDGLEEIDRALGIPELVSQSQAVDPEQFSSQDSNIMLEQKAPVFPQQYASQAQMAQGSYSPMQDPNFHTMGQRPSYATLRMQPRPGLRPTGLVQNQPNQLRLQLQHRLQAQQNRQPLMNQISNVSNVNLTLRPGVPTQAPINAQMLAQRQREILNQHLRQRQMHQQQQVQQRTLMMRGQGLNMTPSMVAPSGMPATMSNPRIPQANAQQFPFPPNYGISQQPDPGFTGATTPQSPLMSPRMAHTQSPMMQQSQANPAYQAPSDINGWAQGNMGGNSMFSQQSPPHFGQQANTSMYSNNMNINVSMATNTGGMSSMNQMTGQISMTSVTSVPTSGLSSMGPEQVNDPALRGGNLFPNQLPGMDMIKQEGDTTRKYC
# Numbers without * were called inactive; . = no result given. Rows were taken by chance; overall some 4.2% were active at least once.
# Start of the data: the first two records, to show the layout:
SMILES,NCOA1 inh,LRH-1 inv ag,LMP1 NFkB inh,CF NFkB block,TROY signal inh,SRC3 inh,KKLEB tox,TWEAK Fn14 block,C8 TRAIL sens,COUP-TFII inh,SRC2 inh
CN(C)C/C(Cl)=C(\Cl)c1ccccc1,-26.9,-4.1,4.3,-6.4,.,9.5,-5.1,6.9,3.1,-0.2,6.2
CSCCNCc1cn(-c2ccc(F)cc2F)nc1-c1ccccc1C,-7.9,-11.4,-15.9,11.8,1.0,14.1,-3.2,9.0,-13.2,12.5,1.9

# The whole of this part, previewed entries included:
SMILES,NCOA1 inh,LRH-1 inv ag,LMP1 NFkB inh,CF NFkB block,TROY signal inh,SRC3 inh,KKLEB tox,TWEAK Fn14 block,C8 TRAIL sens,COUP-TFII inh,SRC2 inh
CN(C)C/C(Cl)=C(\Cl)c1ccccc1,-26.9,-4.1,4.3,-6.4,.,9.5,-5.1,6.9,3.1,-0.2,6.2
CSCCNCc1cn(-c2ccc(F)cc2F)nc1-c1ccccc1C,-7.9,-11.4,-15.9,11.8,1.0,14.1,-3.2,9.0,-13.2,12.5,1.9
CC(C)n1nc(C(=O)Nc2ccc3c(c2)OCO3)c2ccccc2c1=O,-27.9,-68.9,-6.8,-2.1,-17.6,-31.8,-3.0,-22.6,3.4,-28.3,-19.5
Cc1cc(O)c(C(C)C)cc1NC1=NS(=O)(=O)c2ccccc21,6.1,5.6,7.1,-4.1,-12.2,15.8,-3.2,1.5,-23.8,11.6,1.3
Cc1ccc(C)c(OCCC(=O)NCCc2ccc(Cl)cc2)c1,3.6,14.3,-0.3,28.9,-7.1,-5.2,-16.5,6.2,2.6,6.2,-5.3
CCS(=O)(=O)c1ccccc1C(=O)NC1CCCc2ccccc21 (centres undefined),9.7,2.3,6.8,-17.3,7.5,8.6,-11.7,3.4,-15.0,12.4,16.1
C=CC(=O)NC1CC2CCC1(C)C2(C)C (centres undefined),-6.9,-10.8,2.5,5.0,8.0,11.6,-5.2,0.8,-4.6,-0.6,2.1
O=C(CCCn1nnnc1CN1CCOCC1)N1CCC(c2ccccc2F)C1 (centres undefined),-5.8,15.1,-3.3,-5.1,-2.9,2.9,9.9,-1.0,8.1,4.1,-13.5
COc1ccc(CC(=O)c2c(O)cc(O)cc2O)cc1OC,8.7,-1.1,0.1,5.8,-45.1,3.3,-2.8,4.6,-8.3,4.9,-19.4
COc1ccc(-c2nc(Cn3c(SCc4ccccc4F)nc4ccncc43)c(C)o2)cc1,9.4,-2.4,-3.7,9.8,-1.8,-17.0,-1.9,-22.8,25.2,11.2,-8.8
Cc1ccc(/C=C2/NC(=O)[C@H](C)NC2=O)cc1,-72.7,-33.4,.,-7.0,-17.9,-8.6,-5.4,24.8,9.4,-23.6,3.2
COC(=O)c1cc2ccsc2n1Cc1ccccc1F,-0.9,-10.7,1.5,-9.3,-17.7,2.5,-5.2,-67.4,-5.0,-19.3,-8.8
O=C(Cn1nc(Cc2cccnc2)c2ccccc2c1=O)N1CCN(C(=O)c2ccco2)CC1,4.0,-10.2,3.5,9.9,2.8,-2.9,6.9,20.6,-10.6,8.6,11.7
Cc1ccccc1-c1noc(-c2cccs2)n1,-64.9,-23.6,-47.0,-2.0,-61.9,-61.2,6.4,-17.2,1.3,-29.6,-89.6
NC(=O)c1sc2cc(C(F)(F)F)cnc2c1-c1ccccc1,-2.2,11.8,-4.2,2.9,8.5,0.2,1.0,1.2,-3.9,-10.9,-6.7
Cc1[nH]c2ccccc2c1SCc1nnc(SCc2ccc(Cl)cc2)n1C,6.8,-0.9,-1.3,-4.2,39.5,30.6,-17.6,11.9,7.4,10.7,21.7
c1ccc(-c2ccccc2OCCOCCN2CCCCC2)cc1,15.4,10.6,-6.9,8.2,6.8,24.7,-12.7,2.7,2.6,11.8,9.5
CC1=CC(C)(C)n2c(O)c(N=N)c3c(C)ccc1c32,8.4,-11.5,4.6,27.8,3.4,20.8,-12.3,-0.8,-10.4,16.9,-16.0
S=c1[nH]nc(Cc2ccc(Cl)cc2)n1-c1ccc2c(c1)OCCO2,-3.4,2.9,4.2,-1.9,-1.6,-7.0,-9.7,-5.6,-2.7,13.1,-20.8
CC(C)(C)OC(=O)N1CCN(C(=O)OCC2c3ccccc3-c3ccccc32)CC1C(=O)O (centres undefined),-2.3,0.8,-2.9,-5.9,0.6,0.2,8.1,3.5,-0.3,11.7,6.2
COC(=O)c1cc2c(cc1N)OCCO2,1.9,12.4,-1.6,-2.5,-3.0,-12.4,0.1,20.9,-9.1,6.4,1.9
COc1ccccc1C(=O)Nc1ncc2c(n1)CC(c1ccco1)CC2=O (centres undefined),-1.6,12.0,10.9,-7.2,14.2,-0.3,16.0,9.0,-4.8,11.1,-23.5
O=C(NCc1ccco1)c1scc2c1OCCO2,3.2,13.8,0.9,-2.6,15.5,6.5,-3.5,2.8,8.1,-10.0,-12.8
Cn1c(O)c(N=NC(=O)CNC(=O)c2ccccc2)c2ccccc21,-17.9,0.8,-0.8,-7.1,-4.6,-1.3,-10.4,-11.5,-7.5,-11.1,13.3
CCOC(=O)C1CCCN(CC(O)COCc2ccccc2OC)C1 (centres undefined),-5.8,5.4,0.4,-2.0,-2.3,-6.1,4.2,2.1,-4.4,10.8,-14.0

# Additional results
SMILES,NCOA1 inh,LRH-1 inv ag,LMP1 NFkB inh,CF NFkB block,TROY signal inh,SRC3 inh,KKLEB tox,TWEAK Fn14 block,C8 TRAIL sens,COUP-TFII inh,SRC2 inh
CCOC(=O)c1nnc(-c2ccc(C)cc2)nc1Sc1ccccc1Cl,2.9,-9.9,1.5,20.7,1.1,-10.5,-5.6,41.2,2.9,-13.5,7.5
COc1ccc(S(=O)(=O)NC(=O)C2(C)CCN2C(=O)c2cccc(F)c2)cc1 (centres undefined),10.6,-3.1,.,-5.1,-3.1,-26.2,-0.1,18.8,8.2,15.3,-28.4
O=C(/C=N/NC(=O)c1ccccc1Br)c1ccccc1,-10.7,-43.0,5.9,-13.6,-69.2,1.4,-6.1,-16.4,-10.2,-2.5,-8.3
O=C(O)COCC(=O)NCc1nc(-c2ccc(C(F)(F)F)cc2)no1,-20.4,11.9,-15.0,-10.8,-21.1,-5.5,10.0,8.5,-7.3,7.0,10.1
CCN(CC)CCNC(=O)Cn1nc(Cc2ccccc2)c2ccccc2c1=O,-36.0,-2.9,1.9,2.4,-16.1,3.7,6.6,0.1,-0.9,-2.3,10.3
CCN(CC)c1ccc(S(=O)(=O)N2CCOCC2)cc1NC(=O)CSc1nnc(N)s1,15.1,2.8,1.7,4.0,-22.1,26.4,-5.8,-24.3,-2.8,4.0,4.7
COc1ccc(CCNC(=O)CSc2nnc3ccc(-c4cccnc4)nn23)cc1,-4.5,11.5,-2.9,3.1,4.1,9.8,-22.9,16.1,-2.5,9.7,-19.7
C/C(=N/NC(=O)c1nnn(-c2nonc2N)c1COc1ccccc1)c1ccccc1,-0.2,2.5,1.9,2.5,9.8,3.5,3.3,-30.0,5.7,-17.6,-7.3
O=C(O)c1ccc[nH]c1=S,8.1,1.7,0.2,-6.4,-15.1,9.7,7.4,-8.1,-23.4,8.8,-0.6
CSc1nc2ccc(NC(=O)C3=NN(c4ccccc4)C(=O)CC3)cc2s1,-12.3,8.0,8.4,-5.7,-47.7,-15.5,-5.1,9.2,26.1,-15.6,-2.7
Cc1[nH]nc(-c2ccc(O)cc2O)c1-c1ccc(Cl)cc1,9.2,3.5,-1.0,-2.3,37.9,4.5,1.3,26.6,17.0,10.5,-2.5
COC(=O)Nc1ccc(S(=O)(=O)N2CCCC(C(=O)NC3CCS(=O)(=O)C3)C2)cc1 (centres undefined),-17.8,2.9,3.0,-4.1,-7.1,8.6,4.1,14.3,-1.5,-11.8,13.2
Cc1ccc(CNC(=O)c2cc(S(=O)(=O)N3CCCCC3)ccc2N2CCOCC2)cc1,0.3,-4.0,-4.2,1.4,2.1,7.3,4.4,9.8,9.3,2.0,-5.7
Clc1ccccc1-c1csc(Nc2cccnc2)n1,-17.3,8.0,-8.9,-16.2,-39.8,-21.4,0.9,-25.4,0.2,-4.8,-19.7
CCCCNC(=O)Cn1c(=O)c2c(ncn2CC)n(Cc2ccccc2)c1=O,9.8,-0.1,-4.8,12.8,0.3,1.3,-9.9,-17.1,-10.1,5.8,0.2
Cc1ncoc1C(=O)N1CCc2c([nH]c3ccccc23)C1c1ccccc1F (centres undefined),1.1,10.6,6.6,15.1,-2.3,-3.2,-5.5,-2.0,11.9,-2.1,3.2
Cc1ccc(NC2=NC3(CCCCC3)N=C(N)N2)c(C)c1,-2.3,8.6,6.6,2.5,-0.1,-0.7,1.6,-6.3,15.7,2.2,-15.1
CC(C)CCN1CC(C(=O)NCc2ccccc2)CC1=O (centres undefined),8.5,9.9,4.5,13.9,-11.0,15.1,14.4,7.9,-5.5,10.1,-1.0
Cc1ccccc1Nc1nc(N)nc(COC(=O)[C@@H](NC(=O)c2c(F)cccc2F)C(C)C)n1,0.7,-9.4,3.0,20.5,-16.1,-16.4,-3.7,-1.9,-11.8,14.4,-7.5
O=C(COC(=O)Cn1cnc2ccccc21)Nc1cccc([N+](=O)[O-])c1,-15.0,24.2,5.4,-1.7,-7.6,6.4,5.5,0.1,-1.1,22.6,0.3
CCCCCCSc1nsc(NC(=O)CCC)n1,-25.1,-16.8,-31.0,-3.0,-14.9,0.4,12.8,-15.1,0.4,-11.5,-58.5
CCOc1ccc(CC(=O)N2CCN(c3ccc(N4CCOCC4)nn3)CC2)cc1OCC,-2.3,4.2,-13.2,-1.3,-7.8,-11.6,-11.0,-12.8,4.6,7.4,31.3
Cc1nc(-c2nnc(SCC(=O)Nc3ccc(C(F)(F)F)cc3)n2C)cs1,2.9,6.6,-1.7,22.1,-17.2,29.9,-18.6,9.3,10.7,8.6,-10.9
COC(=O)c1ccc2nc(C3CCCCC3)c(Cc3ccc(OC)cc3C)n2c1,-11.8,17.7,.,-6.0,-0.6,3.1,-4.4,-5.7,-8.0,17.0,-27.3
Cc1oc(-c2cc(F)ccc2F)nc1CN1CCC(C(=O)N2CCOCC2)CC1,0.2,-3.6,-6.2,4.9,3.4,4.7,1.5,-1.7,17.3,-0.1,5.8
O=C(c1scc2c1CCCC2)N1CCOCC1,2.2,9.7,3.2,6.7,3.4,15.3,6.9,-8.6,-8.9,17.2,6.8
Fc1ccccc1Cn1nnc2c(NCCc3ccccn3)ncnc21,-5.8,8.0,2.1,-8.0,-7.3,9.6,-0.6,-5.5,-17.2,2.5,6.4
